# GSIS activator = GLuc luminescence reporter in INS-1E cells, primary screen for activators of glucose-dependent secretion of insulin. INS-1E GLuc reporter insulin secretion, 2-3 h. activation, % at 16.6 µM. actives 0.61% (n = 370,000);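 active means lowest replicate activation of at least 40%, so every replicate reaches that level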;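 further: 0% = median of neutral control wells and 100% = median of IBMX positive control wells; some compounds called inactive have numbers as strong as hits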
# PGC1a acetyl inh = modulators of PGC1a acetylation; U2OS PGC1a acetylation, AlphaScreen anti-acetyl-lysine; with virally co-expressed GCN5 acetyltransferase; inhibition, % at 15.6 µM; actives 0.17% (n = 350,000);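 active means every replicate shows inhibition of at least 40%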;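 further: 0% = neutral control wells and 100% = positive control wells; some results beyond the cut were filed as inactive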
# Cneo AK release = Cryptococcus neoformans lysis via adenylate kinase release | C. neoformans lysis, adenylate kinase release luminescence, 4 h; normalised: neutral wells 0, clomiphene wells 100 | lysis activity, % at 15 µM | actives 0.2% (n = 360,000) | AID 651654;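 active means mean lysis activity across replicates of at least 80%, whatever share of replicates individually reach that level; inactive means mean lysis activity below 80%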
#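 Test system: log-phase Cryptococcus neoformans yeast cells; Quantity: yeast cell density of 5 × 10^6 cells/mL; Buffer or medium: YPD; Doses: single compound concentration per well; Timing: 4 h at 37 °C static, read 1 h later; Measured by: AK luminescence; Read-out basis: lysis from increased AK signal; Control set: Clomiphene as positive control.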
# CFTR F508del cor = correctors of CFTR F508del function in bronchial epithelial cells. CFBE cells, YFP halide quenching; stimulated with forskolin plus potentiator P3; % fluorescence drop versus neutral controls. AID 720511. activity (quench increase), % at 7.58 µM. actives 0.36% (n = 350,000);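 active means mean added fluorescence quench of at least 8% versus neutral control, with both replicates also reaching 8%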;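 further: cells transiently co-express mutant CFTR-F508del with the halide-sensitive YFP; corrector assay measuring rescue of mutant channel to the surface after 24 h compound exposure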
# C2C12 statin = protects C2C12 myotubes from simvastatin toxicity; ATP luminescence, 48 h; scaled: DMSO 0, geranylgeraniol control 100; rescue of ATP level, % at 7.49 µM; actives 0.78% (n = 330,000);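 active means mean ATP rescue above about 67%, or every replicate alone reaching that limit, limit read from the data, passing the limit was not always enough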;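 further: myotubes were challenged with 10 µM simvastatin during compound exposure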
# miR-122 sensor = miR-122 inhibition in Huh7 cells; Huh7 miR-122 Renilla luciferase sensor, 48 h; neutral wells = 0, positive control = 100; activation (reporter increase), % at 12.5 µM; actives 0.3% (n = 340,000); AID 602342;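 active means mean replicate activation score at least 90 and every replicate individually at or above 90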;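 further: higher luciferase means less miR-122 activity so hits act as miR-122 inhibitors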
# FN deposition inh = fibronectin deposition inhibition | AH1F fibroblasts, Alexa488-fibronectin deposition fluorescence, overnight | inhibition, % at 12.6 µM | actives 0.086% (n = 350,000);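 active means mean inhibition across replicates of 30% or more, regardless of how many single replicates reach that level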;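 further: positive control wells lacked labelled fibronectin entirely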
#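 material = AH1F fibroblast monolayer depositing Alexa488-labelled fibronectin into matrix | amount = 10000 AH1F cells/well | buffer or medium = DMEM plus 2% serum, read in PBS | incubation = 1 h cell adhesion before compound, then overnight fibronectin incubation | detection = fluorescence at 485 nm excitation, 525 nm emission | evaluation = percent inhibition as loss of matrix-bound fibronectin fluorescence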
# PglD DTNB = blocks C. jejuni PglD acetyltransferase activity; purified PglD enzyme, DTNB colorimetric CoA detection; AID 602405; inhibition, % at 12.5 µM; actives 0.098% (n = 360,000); in the data active means inhibition above about 16%, passing the limit was not always enough; further: strong numbers were not always called active
# * hit, by the source's call; . = not tested or not shown; [ ] = another dose, or the depositor's remark.
# Each structure is followed by: GSIS activator, Cneo AK release, FN deposition inh, C2C12 statin, miR-122 sensor, PglD DTNB, PGC1a acetyl inh, CFTR F508del cor
O=C1c2ccccc2C(=O)N1CCCCN(C(=O)c1cccc([N+](=O)[O-])c1)c1ccc(Cl)cc1
→ ., -3, -7, 2, -11, -4, 12, .
Cc1cc(C)cc(Oc2cc(NC(=O)c3cn(C)nc3C)cc([N+](=O)[O-])c2)c1
→ ., -3, 3, -88, -1, 3, -2, .
COc1ccc(OCC(O)CNC(=O)c2cccs2)cc1 (stereo unspecified)
→ 7, ., 3, ., ., ., 10, 0.0
COC(=O)Cn1c(=O)c2c(nc3n2CCCN3Cc2ccccc2)n(C)c1=O
→ 4, 2, 2, 5, -5, 5, -7, -5.2
CCn1ncc(C2=NOC(C(=O)NCc3ccc(OC)cc3)C2)c1C (stereo unspecified)
→ 9, -3, 7, -7, 3, -1, 0, .
COc1cccc(-n2c(-c3ccccc3)c[nH]c2=S)c1
→ 3, 1, -8, -9, 0, 1, ., 0.6
CC(C)C(=O)Nc1ccc(C(=O)NN2C(=O)c3ccccc3C2=O)cc1
→ -3, 7, 3, ., 0, -2, 0, .
CCOC(=O)Nc1nnc(-c2ccccc2OC)s1
→ ., -2, ., 5, 7, -4, -1, .
Cn1c(C(=O)N2CCCC2)cc2c(=O)n(C)c3ccccc3c21
→ 9, -3, -7, 0, ., 4, ., -2.1
COc1ccc(CC(=O)OCC(=O)NC(=O)NC2CCCCC2)cc1
→ ., 14, -1, 6, -8, 4, 1, .
CCOC(=O)c1ccc(NS(=O)(=O)c2cc(-c3nnnn3C(C)C)ccc2OC)cc1
→ 1, 1, ., 21, 1, 8, -9, .
O=C(Nc1ccc(F)cc1)C1CC(=O)n2cnnc2N1 (stereo unspecified)
→ 2, -2, 4, ., ., -3, 0, 0.7
CCOC(=O)CNc1c(-c2ccc(OC)cc2)nc2ccc(Cl)cn12
→ ., 5, 13, 12, ., 4, 3, .
CCCCCCSc1ccc([C@@H]2[C@H]3C(=O)N(CC)C(=O)[C@H]3[C@]3(C(=O)OC)CCCCN23)cc1OC
→ ., -4, 5, -4, -1, 1, -15, -1.3
O=C(NCCN1CCCC1)C1CCN(S(=O)(=O)N2CCC3(CC2)OCCO3)CC1
→ -11, 3, ., 0, -2, -2, -1, 0.6
C[C@@H]1CN([C@H](C)CO)C(=O)c2cccc(NS(=O)(=O)c3cn(C)cn3)c2O[C@H]1CN(C)Cc1ccc(C(=O)O)cc1
→ 7, 0, ., ., -1[16.7 µM], -2, 9, 1.1
COc1ccc2c(c1OC)C(=O)N1C2SC(C)(C)[C@H]1C(=O)NC1CCCC1 (stereo partly specified)
→ -2, -1, ., -4, -17, -1, -1, -1.8
COc1ccc(OC)c(/C=N/NC(=S)NCCc2ccccc2)c1
→ -46, 15, 8, -6, 0, 4, -16, -0.7
COc1ccc(-n2nc(C(=O)NCC(=O)N3CCCCCC3)c3ccccc3c2=O)cc1OC
→ -11, -2, 8, 4, 4, -1, 8, -2.6
Cc1cccc(N2CCN(CC(=O)Nc3ccccc3[N+](=O)[O-])CC2)c1C
→ ., 2, ., 7, 3, -1, 19, .
CCCc1c(OCCCCc2nn[nH]n2)ccc(C(C)=O)c1O
→ -24, 0, -7, -2, 0, -1, 3, 0.7
CC(C)NC(=O)N(C)C[C@H]1OCCCC[C@@H](C)Oc2ccc(NS(=O)(=O)c3ccc(Cl)cc3)cc2C(=O)N([C@H](C)CO)C[C@@H]1C
→ 6, -4, 1, ., 5[16.7 µM], -4, 0, 0.4
O=C(NCc1ccc2c(c1)OCO2)c1cccc(S(=O)(=O)N2CCOCC2)c1
→ -4, 2, -6, -5, -2, ., -1, .
O=C(Oc1ccc(N(Cc2cccs2)C2=NS(=O)(=O)c3ccccc32)cc1)c1ccccc1F
→ ., 1, -8, -1, -3, 4, -5, .
C[C@@H]1CCC[C@]2(O[C@H](CCO)C[C@@H](O)[C@@H]2O)O1
→ 6, -2, 10, 7, ., 7, ., -1.1
COc1cccc(NC(=O)C[C@H]2CC[C@H]3[C@H](COc4ccc(NC(=O)C5CCC5)cc4C(=O)N3C)O2)c1
→ -7, ., -12, ., ., ., 1, -1.8
Cc1cc(/C(=N/O)C(C)(C)NO)ccc1Cl
→ ., 4, 1, 0, 1, -3, ., .
CCN1N=C(c2cc(Cl)sc2Cl)CSC1=O
→ ., 0, 10, 5, 1, 2, -1, .
CC(C)(C)OC(=O)N1CCCC(C(=O)Nc2cccc(C(=O)NCCCCc3ccccc3)c2)C1 (stereo unspecified)
→ -29, -3, 3, 6, 0, 4, -22, -2.8
Cc1ccccc1NC1=NC2(CCCC2)N=C(N)N1
→ -2, ., -15, ., ., ., -19, 1.6

# Among those listed so far, these contain a thiophene ring, fused or not.
# Each structure is followed by: GSIS activator, Cneo AK release, FN deposition inh, C2C12 statin, miR-122 sensor, PglD DTNB, PGC1a acetyl inh, CFTR F508del cor
COc1ccc(OCC(O)CNC(=O)c2cccs2)cc1 (stereo unspecified)
→ 7, ., 3, ., ., ., 10, 0.0
O=C(Oc1ccc(N(Cc2cccs2)C2=NS(=O)(=O)c3ccccc32)cc1)c1ccccc1F
→ ., 1, -8, -1, -3, 4, -5, .
CCN1N=C(c2cc(Cl)sc2Cl)CSC1=O
→ ., 0, 10, 5, 1, 2, -1, .

# More records:
# Each structure is followed by: GSIS activator, Cneo AK release, FN deposition inh, C2C12 statin, miR-122 sensor, PglD DTNB, PGC1a acetyl inh, CFTR F508del cor
Cc1ccc(S(=O)(=O)Nc2ccc3c(c2)CC(=O)N([C@H](C)CO)C[C@@H](C)[C@H](CN(C)C)O3)cc1
→ 6, -1, ., 17, 2[16.7 µM], 1, 4, 2.5
CCC(=O)N1C[C@H]2[C@@H](c3ccccc31)[C@@H](CO)N2C(=O)CC
→ 3, -3, ., -9, -14[16.7 µM], -2, 12, -2.6
CCc1ccc(OCC(=O)Nc2ccc(S(=O)(=O)N3CCCC3)cc2)c(Br)c1
→ 4, 1, 0, -9, -9, -3, 11, .
C[C@H](CO)N1C[C@H](C)[C@H](CN(C)S(=O)(=O)c2ccccc2)Oc2ccc(NC(=O)Cc3ccccc3)cc2CC1=O
→ -9, 0, ., 6, 16[16.7 µM], 3, 0, 1.1
CC(C)(C)c1cc2nc(NCCOc3ccccc3)ccn2n1
→ -28, 4, 5, 3, ., -1, -6, -1.7
COc1ccc2c(=O)c3c(=O)n(Cc4ccco4)c(-c4cc(OC)c(OC)c(OC)c4)nc3oc2c1
→ ., 4, 4, -3, -5, -4, 11, .
CCOC(=O)c1ccc(NC(=O)Nc2ncccc2C)cc1
→ 5, 1, -5, -10, -6, 2, -7, -0.4
O=C(O)c1cc(C(F)(F)F)nc2c(C(F)(F)F)cccc12
→ ., 9, 3, 3, -4, 6, 8, -1.8
NC(=O)CCC(NC(=O)c1ccc(Cl)cc1)C(=O)NCCc1ccc2c(c1)OCCO2 (stereo unspecified)
→ -3, -3, -13, 12, ., 5, ., -0.2
O=S1(=O)CC(O)C(NCc2cccnc2)C1 (stereo unspecified)
→ 7, -5, ., 4, -1, 3, -4, .
C[C@H]1CCCCO[C@H](CN(C)C(=O)Nc2ccccc2)[C@@H](C)CN([C@@H](C)CO)C(=O)c2cc(NC(=O)CCCN(C)C)ccc2O1
→ 4, -2, 8, ., 7[16.7 µM], -1, -1, 2.2
CN(C)N=Nc1ccc(S(N)(=O)=O)cc1
→ 0, 0, ., 1, -9, 2, 10, .
CN1C(=O)C(O)(CC(=O)c2cccnc2)c2ccccc21 (stereo unspecified)
→ ., 0, -8, 4, -8, 7, -3, .
CCOC(=O)NC1(C(F)(F)F)C(=O)N(Cc2ccccn2)C2=C1C(=O)CC(C)(C)C2 (stereo unspecified)
→ ., 7, -10, 2, -2, -3, -3, .
Cc1ccc(Oc2cc(NN3CCCCC3)c([N+](=O)[O-])cc2[N+](=O)[O-])c(Cl)c1
→ -2, 2, -4, -10, -6, -3, -3, 2.8
O=C(Nc1cccc(S(=O)(=O)N2CCCCC2)c1)C1CC1
→ 0, -2, 5, 1, ., 7, ., 2.1
CCSC(C)CC1C/C(=N/O)c2c(C)noc2C1 (stereo unspecified)
→ -12, 3, ., -3, -5, -4, 4, .
O=C(NN=Cc1ccc(F)cc1)C1CC1
→ -3, -4, -5, 6, ., 0, 7, 1.0
Cc1ccc(/C=N/NC(=O)CCCOc2ccc(Cl)cc2Cl)cc1
→ -1, 5, -3, 3, -4, -3, ., .
CC(C)Oc1cccc(C(=O)C2CCCN(Cc3cccn3-c3cccnc3)C2)c1 (stereo unspecified)
→ -32, -2, -9, 11, 1, -7, 1, -0.6
C=C1CCC[C@]2(C)C[C@H]3OC(=O)C(CN(Cc4ccc(OC)c(OC)c4)CC(C)O)[C@H]3CC12 (stereo partly specified)
→ -44, 0, 2, 8, -15, 15, 18, -1.6
CN1CCN(c2ccc(CNS(=O)(=O)Cc3cccc(C(F)(F)F)c3)cc2)CC1
→ 28, -2, 4, ., 6, -2, 11, -2.6
CS(=O)(=O)c1ccc(Cl)c(NC(=O)C2CC(=O)N(Cc3ccccc3)C2)c1 (stereo unspecified)
→ ., 1, 0, 7, -7, 1, 6, .
C[C@@H]1CN([C@H](C)CO)C(=O)c2ccccc2-c2ccccc2CO[C@H]1CN(C)C(=O)c1cc(Cl)cc(Cl)c1
→ 5, ., -18, ., ., ., -3, 2.1
Cc1ccc(CNC(=O)CSc2nc3n[nH]c(C)c3c(=N)n2-c2cccc(C)c2)cc1
→ ., 0, ., -43, 2, -4, -9, .
O=C(Nc1ccccc1F)N1CCCCN2[C@@H](CO)[C@@H](c3ccc(/C=C/c4ccccc4)cc3)[C@@H]2C1
→ -14, 15, -2, 6, -5[16.7 µM], 7, -21, -2.3
CCCSc1nnc(Sc2nnnn2-c2ccccc2)s1
→ ., 1, -7, -33, 2, -2, -84, .
Cc1cc(Cl)c(OCCCNCc2ccccc2)c(Br)c1
→ ., 2, 17, -16, 4, 7, -15, .
C[C@@H]1CN([C@H](C)CO)C(=O)c2cccc(NC(=O)Nc3ccc(F)cc3)c2O[C@H]1CN(C)CC1CC1
→ -7, 0, ., 33, 6[16.7 µM], -3, ., 0.0
COc1ccc(N2CCN(C(=O)c3cc(C)oc3C)CC2)cc1
→ -9, -2, ., 8, 0, 3, -3, -0.3
Cn1c(CCc2ccc(N)cc2)nc2ccccc21
→ 18, ., 8, ., ., ., 14, -6.6
CN(C)C(=O)c1ccc(-c2ccc(C3[C@H]4CNC[C@@H]3N4C(=O)Nc3cccc(Cl)c3)cc2)cc1 (stereo partly specified)
→ -15, ., -8, ., ., ., -2, 0.2
CCOC(=O)c1cc(OC(=O)c2ccccc2OC)n(-c2ccccc2)n1
→ -1, 0, 5, 2, 4, 5, 2, .
C[C@H]1CCCCO[C@@H](CN(C)C)[C@@H](C)CN([C@@H](C)CO)C(=O)c2cc(NC(=O)Nc3cccc4ccccc34)ccc2O1
→ 11, 3, ., 21, -5[16.7 µM], 6, -11, -1.2
O=S(=O)(c1ccc(Cl)cc1)N1CCN(Cc2cccnc2)CC1
→ 13, -1, -2, -7, ., 4, ., 0.9
O=S(=O)(NCC(c1cccnc1)N1CCN(c2ccc(F)cc2)CC1)c1ccccc1 (stereo unspecified)
→ -8, -3, ., -11, 2, -5, -4, -1.2
COCCn1c(SCC(=O)Nc2nnc(C)s2)nnc1-c1cc2ccccc2cc1O
→ ., 0, 2, 9, 0, 2, -13, .
CCCCOC(=O)C1C2C=CC3(CN(CCc4ccccc4)C(=O)C13)O2 (stereo unspecified)
→ -3, 2, -59, 4, ., -1, ., 3.8
Cc1ccc(NC(=O)c2cccc3c2-c2ccccc2C3=O)cc1C
→ ., -1, 0, 21, 9, 2, -4, .
